Ec RNAP inh = E. coli RNAP inhibitors, biochemical; E. coli RNA polymerase, fluorescence transcription assay; inhibition, %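 (tested at 10 µM)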; 0.2% of 62,000 active; in the data active = inhibition above about 20%;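 note: 0% = enzyme without compound and 100% = no enzyme blank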
D1 mod = D1 CRE-luciferase signal change, two-sided – cell-based, HEK293 D1, dopamine EC30, D1 allosteric modulator project, primary screen | dopamine EC30 potentiation; actives deviate in either direction | B-score at 10 µM | AID 641, 2007 | 5.9% of 58,000 active | D(1A) dopamine receptor (Homo sapiens), P21728;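 active = luminescence count or its row- and column-corrected plate score outside the 99.7% band of the plate's sample wells, on either side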
HER2 expr 66K = inhibitors of Her2 protein expression, primary screen, SKBR-3 cells, AlphaScreen, 66K library; SKBR-3 HER2 protein level, 18-24 h; stronger effect = lower value; HER2 level % of control, % at 10 µM; AID 645, 2007; 0.69% of 65,000 active;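 active = HER2 level under 5% of the carrier-only control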;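 note: 100% = DMSO carrier and 0% = 500 nM PU-H71 HSP90 inhibitor; lower value means stronger loss of Her2 protein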
Target sequence (P04626 whole entry, looked up): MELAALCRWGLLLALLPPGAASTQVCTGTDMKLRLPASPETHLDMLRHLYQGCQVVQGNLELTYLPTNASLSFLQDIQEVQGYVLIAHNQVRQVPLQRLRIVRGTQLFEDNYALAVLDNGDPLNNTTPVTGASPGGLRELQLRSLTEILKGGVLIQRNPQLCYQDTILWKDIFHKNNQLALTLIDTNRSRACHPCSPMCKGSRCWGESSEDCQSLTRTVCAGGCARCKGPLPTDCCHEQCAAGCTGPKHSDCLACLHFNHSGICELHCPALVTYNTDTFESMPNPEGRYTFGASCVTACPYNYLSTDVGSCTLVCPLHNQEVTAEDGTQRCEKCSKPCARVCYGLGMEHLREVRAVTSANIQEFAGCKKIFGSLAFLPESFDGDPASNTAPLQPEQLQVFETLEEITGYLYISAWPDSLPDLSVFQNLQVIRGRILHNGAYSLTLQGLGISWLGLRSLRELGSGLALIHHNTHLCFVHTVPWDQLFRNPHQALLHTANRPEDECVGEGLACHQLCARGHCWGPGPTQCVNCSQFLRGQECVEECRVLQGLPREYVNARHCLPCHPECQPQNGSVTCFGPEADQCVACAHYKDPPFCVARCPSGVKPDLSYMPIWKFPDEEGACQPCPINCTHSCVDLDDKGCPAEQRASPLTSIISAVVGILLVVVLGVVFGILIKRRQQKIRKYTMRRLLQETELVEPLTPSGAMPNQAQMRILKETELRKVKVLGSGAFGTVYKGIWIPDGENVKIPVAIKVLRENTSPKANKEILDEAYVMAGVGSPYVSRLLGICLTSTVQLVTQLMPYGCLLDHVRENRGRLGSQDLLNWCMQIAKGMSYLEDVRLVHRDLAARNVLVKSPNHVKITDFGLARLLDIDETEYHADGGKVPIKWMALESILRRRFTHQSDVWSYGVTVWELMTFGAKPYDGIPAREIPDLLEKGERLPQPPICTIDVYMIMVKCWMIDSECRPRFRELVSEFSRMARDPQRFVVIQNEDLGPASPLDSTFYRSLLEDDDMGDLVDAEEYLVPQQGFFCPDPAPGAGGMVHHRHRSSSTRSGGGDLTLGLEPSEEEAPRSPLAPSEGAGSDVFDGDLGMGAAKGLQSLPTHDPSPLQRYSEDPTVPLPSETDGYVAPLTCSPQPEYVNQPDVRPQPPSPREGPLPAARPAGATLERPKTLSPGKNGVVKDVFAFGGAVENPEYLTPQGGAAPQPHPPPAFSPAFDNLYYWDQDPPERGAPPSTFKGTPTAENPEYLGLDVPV
Autofluor 339 = intrinsic fluorescence of library compounds, ex339/em460 – biochemical, MLSMR library, data from DPM-DC assay, artefact control, profiling panel; compound autofluorescence, ex339/em460 nm, NADH buffer; stronger effect = higher value; 1 = no-compound wells, NADH background; fluorescence fold increase at 10 µM; 5.5% of 65,000 active;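 active = at 10 µM, mean starting fluorescence two-fold or more over control wells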;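 note: signal is the first read of a kinetic run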
5HT1a ag = human 5-HT1a receptor agonists, primary screen, cell-based, CHO, Ga15 NFAT-bla reporter | 5-hydroxytryptamine receptor 1A (Homo sapiens), P08908 | CHO 5-HT1a Ga15 NFAT-bla reporter, FRET ratio; 0% basal, 100% maximal reference agonist | activation, % at 10 µM | 0.56% of 65,000 active | AID 567, 2006;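 active = activation above the screen-wide mean activation plus 3 SD, cut at about 19% in these data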;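 note: 0% = DMSO wells and 100% = 5-CT at EC100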
M1 ag = M1 muscarinic receptor agonists, primary screen, CHO-M1 cells, Fluo-4 calcium, agonist mode. 3% of 64,000 active. Muscarinic acetylcholine receptor M1. B-score at 10 µM. Fluo-4 calcium fluorescence; stronger effect = higher value;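 active = fluorescence rise, raw or as B-score row- and column-corrected plate score, outside the 99.7% band of its plate's samples, either direction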
Hsp90 inh = tumor Hsp90 inhibitors, primary screen, cell lysate, fluorescence polarization, NCI-N417 lysate; 0.35% of 64,000 active; Heat shock protein HSP 90-alpha (Homo sapiens), P07900; inhibition, % at 30 µM; Cy3B-geldanamycin FP displacement;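 active = inhibition above 50%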;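 note: 0% = tracer plus lysate wells and 100% = tracer alone without lysate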
NADH enzymes = inhibitors of PK/LDH coupling enzymes, profiling panel, artefact control, biochemical, MLSMR library; coupled PK/LDH NADH assays, four targets; IC50, µM (highest dose often 10 µM), without a hit: top-dose inhibition; 0.02% of 65,000 active;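 active = single-dose screening hits from any of four coupled enzyme assays that gave an IC50 when retested across doses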;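 note: the DPM-DC format reads NADH fluorescence rather than 340 nm absorbance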
M1 antag = antagonists of rat M1 muscarinic receptor | B-score at 10 µM | 3.4% of 64,000 active | CHO-M1 cells, Fluo-4 calcium, ACh EC80 antagonist mode; stronger effect = lower value;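 active = calcium fluorescence response, raw or row-and-column corrected B-score, differing from the plate sample mean either way at a set confidence level, mostly lower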
Numbers without * were called inactive; · = not tested or not shown; [ ] = remark or other dose.

SMILES | Ec RNAP inh | D1 mod | HER2 expr 66K | Autofluor 339 | 5HT1a ag | M1 ag | Hsp90 inh | NADH enzymes | M1 antag
CC1(C)Cc2noc(N)c2C(C)(C)N1OC(=O)c1scc2c1OCCO2 | 7 | 0.19 | 87 | 1 | 0.5 | -0.079 | -2 | 5% | 0.62
CCOC(=O)N1CCN(C(=O)c2n[nH]c(=O)c3ccccc23)CC1 | 2 | 0.0092 | 92 | 1 | -3.6 | 0.49 | -1 | 1% | -0.02
Cc1cc(CN2C(=O)c3ccccc3C2=O)no1 | -4 | -0.28 | 281 | 1.1 | -2.4 | 0.47 | -1 | 1% | 0.65
Cc1nc(NS(=O)(=O)c2cccs2)c2c3c(sc2n1)CCC3 | 2 | 0.65 | 110 | 1.2 | -3.0 | 0.15 | -8 | 6% | -0.035
CC(=O)N1CCc2cc(Br)cc(S(=O)(=O)NCCCN3CCC(C)CC3)c21 | 8 | 0.3 | 112 | 1.1 | 0.2 | 0.28 | 3 | 8% | -3.7*
Cc1cccc(CNC(=O)c2ccccc2N)c1 | 6 | · | 148 | 3.6* | 0.5 | 1.3 | -2 | 5%[fluoresces] | -0.49
COc1cccc(C(=O)CSc2nnnn2C)c1 | 10 | -0.0058 | 89 | 1.1 | -1.4 | -0.54 | 0 | 7% | -0.34
COC(=O)c1[nH]nc2c1C(=O)N(C1CCCCC1)C2=O | 1 | · | 117 | 1 | -0.2 | 1 | -4 | 7% | -0.062
Cc1cc(-c2nnc(SCC(=O)N3C(C)CCCC3C)o2)no1 (centres undefined) | 7 | -1.2 | 97 | 1 | 4.0 | 1 | 1 | 4% | -0.96
CCCCn1c(NC(=O)c2ccccc2Cl)c(C#N)c2nc3ccccc3nc21 | 4 | -0.74 | 57 | 4* | 27* | 20* | 32 | 5%[fluoresces] | -1.6
COC(=O)c1nc2cc(C)ccn2c1F | -4 | 0.024 | 49 | 1.6 | 0.8 | 0.53 | -2 | 4% | 0.38
O=C(CSc1nc2ccccc2o1)Nc1ccc(N2CCOCC2)c(Cl)c1 | 3 | -0.37 | 103 | 1 | 1.1 | -0.88 | -2 | 7% | 0.83
Cc1cccc(N(C)C(=O)CCS(=O)(=O)c2cccc3nonc23)c1 | 5 | -0.7 | 81 | 1.1 | -0.2 | -0.84 | · | 2% | 0.098
COc1ccc(C(c2nnnn2C(C)(C)C)N2CCN(C)CC2)cc1OC (centres undefined) | 10 | 1.2 | 128 | 1.1 | -0.5 | -0.51 | 0 | 10% | 0.43
O=C(CN1CCC2(CC1)OCCO2)c1ccc2cc[nH]c2c1 | 0 | -0.5 | 131 | 3.2* | -2.0 | -0.63 | -6 | 10% | 0.55
CCOC(=O)C(C)Oc1cccc2c(=O)n(CC(=O)N3CCN(C(=O)OCC)CC3)ccc12 (centres undefined) | 0 | -0.81 | 118 | 1.3 | 0.6 | 0.5 | -2 | 2% | -0.2
CC1CCN(C(=O)CSc2nc3cccnc3n2C)CC1 | 7 | 0.12 | 98 | 1 | 89* | -1.2 | -5 | 9% | 0.6
CCc1nnc(NC(=O)CSc2nnc(COc3ccccc3)n2-c2ccc(C)cc2)s1 | 0 | -0.51 | 109 | 1.1 | 0.2 | 0.34 | 0 | 2% | 0.99
COc1ccc(OC)c(Nc2nc(-c3ccc(O)c(O)c3)cs2)c1 | 13 | -0.8 | 67 | 1.1 | 0.7 | -0.58 | · | 3% | -0.22
COc1cccc(N(C(=O)c2cccs2)c2nc3ccccc3s2)c1 | 9 | 7.6* | 97 | 1.1 | -2.6 | -1 | 3 | 7% | 0.81
O=C(NCc1ccc(F)cc1)c1ccc(CS(=O)(=O)Cc2ccccc2F)o1 | 5 | -0.38 | 76 | 1.1 | -2.3 | 4.3 | -4 | 9% | -0.5
COCC(=O)n1nc(-c2ccccc2)nc1NCc1ccc(F)cc1 | 8 | · | 91 | 1.2 | -2.6 | -0.09 | 2 | 3% | -0.011
C(#Cc1ccccc1)CN1CCN(c2ccccn2)CC1 | 2 | 0.059 | 74 | 0.94 | -0.8 | 0.082 | · | 10% | -0.019
Cc1cccn2cc(CNC(=O)C3CCCCC3)nc12 | 11 | -0.48 | 76 | 1.1 | -2.1 | 0.18 | -3 | 4% | -0.57
CCn1c(NC(=O)c2cccs2)nc2ccccc21 | 9 | 0.09 | 73 | 1.1 | -3.8 | 0.11 | -5 | 2% | -0.18
COC(=O)c1c(C)oc2cc(Br)c(OCC(=O)C(C)(C)C)cc12 | 3 | -0.021 | 88 | 1.1 | -0.1 | 0.056 | · | 2% | -1.9*
CCC(=O)c1cc(-c2nc3ccccc3n2C)n(C)c1 | 0 | 0.27 | 103 | 1.1 | -0.8 | 0.66 | -3 | 0% | -1.6
Cc1ccc(C(C)n2cc(C(=O)NCc3cccnc3)nn2)cc1 (centres undefined) | 8 | -1.1 | 72 | 1.1 | -1.9 | -0.52 | 4 | 6% | -0.31
CCSc1nnc(-c2cccs2)o1 | 5 | 0.26 | 168 | 1.1 | -0.4 | -0.37 | 2 | 2% | 0.0066
COCc1cc(C)n(CC(=O)NC(C)c2ccccc2)c(=O)c1C#N (centres undefined) | 5 | -0.26 | 133 | 3.8* | -1.3 | 0.37 | 1 | 9%[fluoresces] | 0.2

In a second layout: entries from further up
Fields: Ec RNAP inh | D1 mod | HER2 expr 66K | Autofluor 339 | 5HT1a ag | M1 ag | Hsp90 inh | NADH enzymes | M1 antag
Cc1ccc(C(C)n2cc(C(=O)NCc3cccnc3)nn2)cc1 (centres undefined)
    8 | -1.1 | 72 | 1.1 | -1.9 | -0.52 | 4 | 6% | -0.31
C(#Cc1ccccc1)CN1CCN(c2ccccn2)CC1
    2 | 0.059 | 74 | 0.94 | -0.8 | 0.082 | · | 10% | -0.019
CCn1c(NC(=O)c2cccs2)nc2ccccc21
    9 | 0.09 | 73 | 1.1 | -3.8 | 0.11 | -5 | 2% | -0.18
CCSc1nnc(-c2cccs2)o1
    5 | 0.26 | 168 | 1.1 | -0.4 | -0.37 | 2 | 2% | 0.0066
COC(=O)c1c(C)oc2cc(Br)c(OCC(=O)C(C)(C)C)cc12
    3 | -0.021 | 88 | 1.1 | -0.1 | 0.056 | · | 2% | -1.9*
CCC(=O)c1cc(-c2nc3ccccc3n2C)n(C)c1
    0 | 0.27 | 103 | 1.1 | -0.8 | 0.66 | -3 | 0% | -1.6

The list continues.
SMILES | Ec RNAP inh | D1 mod | HER2 expr 66K | Autofluor 339 | 5HT1a ag | M1 ag | Hsp90 inh | NADH enzymes | M1 antag
CC(=O)c1cccc(NC(=O)NCCS(C)=O)c1 (centres undefined) | 6 | -0.077 | 104 | 1.2 | -3.6 | -0.0032 | 1 | 8% | 0.42
CCN1CCN(Cc2cc(=O)oc3cc(C)cc(C)c23)CC1 | -1 | -1.4 | 115 | 1.1 | -2.1 | -2.1 | 4 | 7% | -1.2*
CSCCC(NC(=O)c1ccco1)C(=O)OC(C)C(=O)NC(=O)NC1CCCCC1 (centres undefined) | 5 | 0.39 | 63 | 1 | -0.9 | -0.3 | -1 | 3% | -0.69
CCOc1ccccc1Nc1ncccc1C(=O)N1CCCC1 | 7 | 0.98 | 90 | 1 | -0.7 | -0.012 | 3 | 8% | 0.25
CC(C)(C)n1nnnc1CN1C2CCC1CC(NC(=O)Nc1ccccc1)C2 (centres undefined) | 4 | 4.8* | 102 | 1.1 | -0.9 | 0.019 | -5 | 10% | 1.4
N#CC(C(=O)OC1CCCCC1)c1nc2ccccc2nc1N1CCCCC1 (centres undefined) | 1 | 0.45 | 92 | 1.1 | -1.4 | -0.56 | -9 | 4% | -0.035
COC(=O)c1ccccc1NC(=O)C1CC(=O)N(C2CCCCC2)C1 (centres undefined) | 0 | 0.76 | 110 | 1.1 | -1.9 | 0.17 | -3 | 2% | 0.41
CCCSc1nnc(Sc2nnnn2-c2ccccc2)s1 | -1 | 0.33 | 19 | 1 | -1.2 | -0.36 | -1 | 5% | 0.33
CN1C(=O)C(O)(CC(=O)c2cccnc2)c2ccccc21 (centres undefined) | 2 | 0.85 | 80 | 1.1 | -1.5 | · | -4 | 1% | ·
COc1cc(CNc2ccc(C)c(C)c2)cc(OC)c1OC | 8 | -0.017 | 58 | 1.2 | -3.5 | -0.15 | -2 | 14% | -0.47
CC1=C(C(N)=O)C(c2ccccn2)n2nc(SCc3ccccc3Cl)nc2N1 (centres undefined) | 4 | 1.9 | 81 | 1.1 | 1.5 | -0.26 | · | 3% | 0
CC(=O)NCCc1csc(-c2ccccc2)n1 | · | 0.021 | 110 | 1.1 | -1.7 | 1.8 | -2 | 4% | 0.088
O=S1(=O)CCC(NCC2CCCO2)C1 (centres undefined) | 5 | -1.4 | 105 | 1.2 | -3.4 | 1.8 | -2 | 4% | 0.77
CCN(CC)C(=O)Oc1ccc2c(=O)c(-c3ccccc3)coc2c1 | -6 | -1.8 | 92 | 1.2 | -4.4 | -1.3 | 1 | 9% | -0.35
COc1cccc(NC(=O)N(Cc2ccco2)C(C)c2cccs2)c1 (centres undefined) | 5 | 0.27 | 91 | 1 | -4.0 | 0.22 | -3 | 3% | -0.0031
CNC(=O)CN(c1ccc(C(C)C)cc1)S(C)(=O)=O | 4 | 0.77 | · | 1.1 | · | 0.59 | -2 | 3% | -0.00053
CCOC(=O)Cc1csc(NC(=O)CSc2ncnc3c2cnn3-c2ccc(OC)cc2)n1 | -2 | -4.2* | 80 | 2.5* | 3.0 | 0.028 | -6 | 9% | 0.075
Cc1ccc(N2CC(C(=O)OCC(=O)C(C)(C)C)CC2=O)cc1C (centres undefined) | 7 | 2.2 | 87 | 1.1 | -4.0 | -1.2 | -1 | 3% | -0.16
CCOC(=O)c1c(NC(=O)CSc2nnnn2C)sc(C)c1-c1ccc(C)cc1 | -7 | -0.77 | 53 | 1.1 | 4.9 | 0.15 | -2 | 2% | 0.012
C=CC(=C)CC(NC)c1ccccc1 (centres undefined) | 8 | · | 73 | 1.1 | -2.1 | · | -4 | 4% | ·
CCOC(=O)C1=C(C)N=c2s/c(=C\c3ccncc3)c(=O)n2C1c1ccc2c(c1)OCO2 (centres undefined) | 3 | -1.2 | -75* | 1.2 | -0.9 | 1.8 | · | 4% | -0.51
Cc1cc(C)n(-c2ccc(Cl)c(C(=O)O)n2)n1 | 17 | -0.57 | 79 | 0.98 | -0.7 | 0.84 | 22 | 7% | 0.25
CC(C)C(c1nnnn1C1CCCC1)N1CCc2ccccc21 (centres undefined) | 4 | -0.42 | 82 | 1 | -2.6 | -0.27 | -1 | 9% | -0.8
COc1ccc(N(CC(=O)Nc2cc(Cl)ccc2OC)S(=O)(=O)c2c(C)noc2C)cc1 | 5 | · | 76 | 1.1 | -2.4 | -0.11 | 0 | 8% | -0.14
COC(=O)c1ccccc1NC(=O)c1cc2n(n1)C(C(F)F)CC(C(F)F)N2 (centres undefined) | 3 | 0.092 | 82 | 1.2 | 1.1 | -0.0032 | 1 | 2% | 0.06
Cc1cc(Nc2ccccc2)n(C(=O)c2ccc(N)cc2)n1 | · | 0.062 | 61 | 1.1 | 0.7 | -0.019 | -1 | 9% | 0.54
NC(=O)NC(CC(=O)OCC(=O)NC(=O)NCc1ccco1)c1ccc(Cl)cc1 (centres undefined) | -1 | 0.22 | 92 | 1.1 | -2.5 | -0.39 | -7 | 3% | 0.52
O=C(c1ccc(Cn2c(=O)[nH]c3ccccc3c2=O)cc1)N1CCN(c2ccc(Cl)cc2)CC1 | 6 | -0.1 | 64 | 1 | 8.2 | 1.3 | -2 | 6% | 0.89

Screening data as filed in PubChem.
